# Screening data: PubChem, Sanford-Burnham Center for Chemical Genomics
# APJ antagonist = antagonists of human apelin receptor APJ, primary screen, CHO-K1 cells, beta-arrestin complementation, luminescence. inhibition, % at 20 µM. AID 2521, 2010. 0.32% of 330,000 active;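 active = inhibition above about 40% at 20 µM, limit read from the data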;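 also: cells challenged with 10 nM apelin-13 agonist together with compound; plate controls were apelin-13 plus DMSO wells for no effect and DMSO wells lacking apelin-13 for full effect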
# Target sequence (P35414 whole entry, looked up): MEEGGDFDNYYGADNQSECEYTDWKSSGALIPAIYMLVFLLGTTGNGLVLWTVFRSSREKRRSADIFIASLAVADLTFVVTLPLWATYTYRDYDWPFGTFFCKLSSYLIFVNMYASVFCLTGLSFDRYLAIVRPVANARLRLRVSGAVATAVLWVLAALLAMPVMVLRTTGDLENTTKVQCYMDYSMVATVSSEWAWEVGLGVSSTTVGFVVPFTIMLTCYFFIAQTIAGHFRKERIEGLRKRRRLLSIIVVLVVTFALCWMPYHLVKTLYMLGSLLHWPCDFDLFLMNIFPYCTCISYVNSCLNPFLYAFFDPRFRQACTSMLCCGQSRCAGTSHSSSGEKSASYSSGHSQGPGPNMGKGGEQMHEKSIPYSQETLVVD
# CXCR6 block = CXCR6 receptor inhibitors, primary screen, cell-based, beta-arrestin, luminescence, CHO-K1 PathHunter, 1536-well; C-X-C chemokine receptor type 6 (Homo sapiens), O00574; inhibition, % at 20 µM; 0.36% of 360,000 active; in the data active = inhibition above about 34%, passing the limit was not always enough;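 also: antagonist mode with CXCL16 agonist at 10 nM final; 0% = 10 nM CXCL16 with DMSO and 100% = unstimulated wells without agonist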
# Target sequence (O00574 whole entry, looked up): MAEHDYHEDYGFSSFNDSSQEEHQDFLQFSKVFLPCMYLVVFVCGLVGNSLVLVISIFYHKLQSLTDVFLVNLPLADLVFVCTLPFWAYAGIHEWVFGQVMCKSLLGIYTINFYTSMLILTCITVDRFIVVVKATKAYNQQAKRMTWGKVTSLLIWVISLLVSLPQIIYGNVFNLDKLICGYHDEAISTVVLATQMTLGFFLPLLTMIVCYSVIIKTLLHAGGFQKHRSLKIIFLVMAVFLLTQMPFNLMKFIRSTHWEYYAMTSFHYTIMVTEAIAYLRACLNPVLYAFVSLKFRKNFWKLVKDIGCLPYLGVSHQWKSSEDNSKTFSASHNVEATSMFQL
# Jurkat NFkB inh = inhibitors of induced NF-kB luciferase reporter, primary screen, TCR NF-kB activation inhibitor project, cell-based, luminescence, uHTS; Jurkat, PMA/ionomycin-induced NF-kB luciferase reporter; AID 435003, 2010; 0.53% of 330,000 active; inhibition, % at 4 µM; in the data active = inhibition above about 50%
# 697 NFkB inh = inhibitors of PMA/ionomycin-induced NF-kB reporter, 697 cells, primary screen, B-cell NF-kB inhibitor project, cell-based, luminescence, uHTS; 697 B-cell NF-kB luciferase reporter, 16 h; inhibition, % at 4 µM; 0.33% of 330,000 active; AID 435022, 2010; in the data active = inhibition above about 35%
# EBI2 antag = EBI2 receptor antagonists, beta-arrestin recruitment, primary screen, cell-based, luminescence, 7a,25-OHC stimulation, uHTS; G-protein coupled receptor 183 (Homo sapiens), P32249; 7a,25-OHC stimulated; inhibition, % at 5 µM; 0.81% of 360,000 active; AID 651636, 2012; in the data active = inhibition above about 38%;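 also: enzyme fragment complementation signal reports receptor beta-arrestin coupling in cells; 0% = agonist plus DMSO wells and 100% = wells without agonist; some results beyond the cut were filed as inactive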
# Target sequence (P32249 whole entry, looked up, the tested form may be a part): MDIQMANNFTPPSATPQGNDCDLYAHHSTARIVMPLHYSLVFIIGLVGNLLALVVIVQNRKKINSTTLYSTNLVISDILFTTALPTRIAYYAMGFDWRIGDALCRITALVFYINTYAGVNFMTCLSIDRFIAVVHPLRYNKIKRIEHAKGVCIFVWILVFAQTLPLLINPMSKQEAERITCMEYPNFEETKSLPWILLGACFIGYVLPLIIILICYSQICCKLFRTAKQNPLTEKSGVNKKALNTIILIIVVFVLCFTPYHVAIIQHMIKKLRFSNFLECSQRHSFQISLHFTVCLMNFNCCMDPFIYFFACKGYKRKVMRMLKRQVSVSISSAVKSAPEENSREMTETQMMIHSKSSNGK
# UBC13 inh = UBC13 polyubiquitin chain formation inhibitors, primary screen, biochemical, TR-FRET, uHTS; inhibition, % at 20 µM; 0.47% of 330,000 active; AID 485273, 2010; in the data active = inhibition above about 45%, passing the limit was not always enough; inconclusive = no clear call, values can overlap the other calls
# CCR6 antagonist = CCR6 receptor antagonists, primary screen, cell-based, CHO-K1, luminescence, beta-arrestin, uHTS. C-C chemokine receptor type 6 (Homo sapiens), P51684. CHO-K1 CCR6 PathHunter beta-arrestin, CCL20-stimulated. inhibition, % at 20 µM. 0.49% of 340,000 active. AID 493098, 2011;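 active = compounds whose inhibition of the agonist-driven luminescence signal at 20 µM reaches about 50%, limit read from the data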;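 also: cells stimulated with CCL20 at 14 nM final; plate controls were DMSO with CCL20 for no effect and DMSO without agonist for full effect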
# Gli-Sufu block = Gli-Sufu pathway antagonists, primary screen, luciferase luminescence, Sufu-KO-LIGHT cells, uHTS; Sufu-KO-LIGHT fibroblasts, Gli luciferase reporter luminescence; inhibition, % at 5 µM; 0.74% of 340,000 active; AID 588413, 2011;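 active = inhibition above about 55%, limit read from the data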;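 also: 0% = DMSO-treated cells and 100% = wells with medium but no cells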
# * marks the source's active call; other numbers are inactive results; i = inactive; u = inconclusive; x = not tested or not shown. This is a subset (hit frequency here may not be typical).
SMILES,APJ antagonist,CXCR6 block,Jurkat NFkB inh,697 NFkB inh,EBI2 antag,UBC13 inh,CCR6 antagonist,Gli-Sufu block
CC(=O)OC1N=C(c2ccccc2Cl)c2cc(Br)ccc2N(C)C1=O (configuration not stated),-6,3,-16,7,-23,0,10,23
CC[N+]12CCC(CC1)C(=C(c1ccccc1)c1ccccc1)C2,-9,12,-2,-8,-11,9,16,8
Cc1cc(OCC(=O)NCC2CCC(C(=O)O)CC2)c2c3c(c(=O)oc2c1)CCC3 (configuration not stated),-55,4,-18,17,-1,6,1,-1
CC1N=C(c2ccccc2)c2cc(Br)ccc2NC1=O (configuration not stated),16,3,3,4,-3,12,8,-3
Cc1nc2ccc(Cl)cc2c(=O)n1-c1ccccc1Cl,-16,-13,6,13,0,3,-4,-13
C#CCOc1cc(C2C3=C(COC3=O)Nc3cc4c(cc32)OCO4)ccc1OC (configuration not stated),-8,-2,39,-9,-11,15,18,-12
CCC(=NCc1cccnc1)c1c(O)n(-c2ccc(C)cc2)c(=O)[nH]c1=O,4,-10,-18,13,-1,-5,7,1
CCC12CN3CCN(CC(C3)/C1=N\O)C2,21,-7,-9,6,-17,-2,-7,1
O=C(CCS(=O)(=O)c1ccc(Br)cc1)N1CCC2(CC1)OCCO2,-16,9,-27,-16,-9,1,15,-9
CNC(=O)Oc1ccc2c(c1)C(=O)c1ccccc1CO2,10,4,-3,-3,3,16,-1,-8
NC(Cc1ccccc1)c1nn[nH]n1 (configuration not stated),x,1,x,x,1,x,-4,-5
CCN1CCN(c2cc(N3CCCC3)c([N+](=O)[O-])cc2F)CC1,5,4,-2,-13,-3,-68,9,13
CCN1C(=O)NC(=O)/C(=C\c2ccc(N3CCOCC3)cc2OC)C1=O,-18,x,-12,-21,x,-32,x,x
CCOc1ccc(N2C(=O)CC(=O)NC2=O)cc1,10,-11,-9,4,4,-4,-1,22
CCC(=NCCCn1ccnc1)c1c(O)n(-c2ccccc2)c(=O)[nH]c1=O,15,-9,14,14,-8,-2,0,5
CC12CN3CC(C)(CN(C1)C3c1cccnc1)C2=O (configuration not stated),-5,-6,5,8,-3,0,5,-1
Cc1cccc(C(O)(C(=O)O)c2ccccc2)c1 (configuration not stated),x,-3,x,x,5,x,5,13
Cc1ccc(C2C(S(C)(=O)=O)=C(O)C(=O)N2c2ccccc2)cc1 (configuration not stated) (tested in a mixture with another compound),7,9,10,-6,0,6,-18,6
C=CCn1cc(C=C2C(=O)NC(=O)NC2=O)c2ccccc21,24,2,15,-3,-31,-26,14,-5
CCOc1ccc(Cl)cc1CNCCc1ccc(F)cc1,3,2,1,12,5,10,16,11
CC(C)c1ccc(C2NCc3ccccc3-n3cccc32)cc1 (configuration not stated),13,2,8,0,6,16,27,1
CN(C)C1(CNC(=O)Nc2ccc(Cl)c(Cl)c2)CCCCC1,-6,-14,22,1,-4,10,3,31
O=C(c1cc(F)ccc1F)C1CCCN(Cc2cc(Cl)ccc2O)C1 (configuration not stated),14,-2,4,-11,13,1,23,-1
c1ccc2c(CN3CCCCCC3)c[nH]c2c1,17,-4,0,-9,-4,u,17,20
COc1ccccc1OP(=O)(Nc1cccnc1)Oc1ccccc1OC,-12,-1,10,23,-31,-4,-14,-8
COc1c(C)cc(C(=O)C2CCCN(C3CCOCC3)C2)cc1C (configuration not stated),0,2,-20,-4,-4,-2,-8,-4
Cc1nn(Cc2ccccc2)c(C)c1C(=O)NC1CCCc2ccccc21 (configuration not stated),6,3,-3,-10,-5,12,13,2
C#C[C@@]1(O)CCC2C3CCC4=C/C(=N/OCC(=O)NC(C(=O)NC(CC(C)C)C(=O)O)C(C)C)CC[C@]4(C)C3CC[C@@]21C (some centres not stated),13,2,5,-2,-3,-7,-2,2
CC1=C(C(=O)O)N2C(=O)C(NC(=O)CCCC(=O)O)C2SC1 (configuration not stated),-10,-5,-6,15,-8,3,13,-8
C=CCN1C(=O)NC(=O)/C(=C/c2cccn2C)C1=O,-8,-6,19,6,-17,-9,-23,-13

# Structural class, those above containing fluorine.
SMILES,APJ antagonist,CXCR6 block,Jurkat NFkB inh,697 NFkB inh,EBI2 antag,UBC13 inh,CCR6 antagonist,Gli-Sufu block
CCN1CCN(c2cc(N3CCCC3)c([N+](=O)[O-])cc2F)CC1,5,4,-2,-13,-3,-68,9,13
CCOc1ccc(Cl)cc1CNCCc1ccc(F)cc1,3,2,1,12,5,10,16,11
O=C(c1cc(F)ccc1F)C1CCCN(Cc2cc(Cl)ccc2O)C1 (configuration not stated),14,-2,4,-11,13,1,23,-1

# The results go on.
SMILES,APJ antagonist,CXCR6 block,Jurkat NFkB inh,697 NFkB inh,EBI2 antag,UBC13 inh,CCR6 antagonist,Gli-Sufu block
C[C@]12CC[C@@H](O)CC1=CCC1C2CC[C@@]2(C)C1CC[C@@H]2N (some centres not stated),7,8,-15,0,-1,9,12,6
CN1C(=O)N(C)C(=O)C2(Cc3cc([N+](=O)[O-])ccc3N3CCN(C(=O)c4ccccc4)CC32)C1=O (configuration not stated),-2,-3,8,16,4,-15,17,-1
COc1ccc(N2C(=O)NC(=O)/C(=C/c3cccc(OC(=O)c4cccs4)c3)C2=O)cc1Cl,0,x,-1,10,x,-6,-6,2
O=C(O)C1C2c3ccccc3C(=O)C1(C(=O)O)c1ccccc12 (configuration not stated),x,-1,x,x,-9,x,6,4
CCN(CCNc1ccc([N+](=O)[O-])c2cccnc12)S(=O)(=O)c1ccc(Cl)cc1,11,18,-4,16,9,-26,28,16
CCOC(=O)N(c1ccccc1)P1(=S)OCCO1,10,9,-11,-1,-6,-2,3,0
C[C@@H](N)Cc1cnc[nH]1,1,4,-2,9,2,-9,7,1
O=c1c2ccccc2nc(Cc2ccccc2)n1-c1ccc(O)cc1,-16,-3,-2,15,-6,4,18,4
CCC(=NCCCN(C)C)c1c(O)n(-c2ccc(OC)cc2)c(=O)[nH]c1=O,-13,2,-16,-12,-4,-5,-11,0
Cc1cc(N2CCOCC2)ccc1/C=C1\C(=O)NC(=O)N(c2ccccc2)C1=O,-7,1,1,-9,-5,-31,0,12
O=c1[nH]c(=O)n(CCC2=CCCCC2)c(O)c1C=Nc1cccc(F)c1,13,-9,14,5,7,5,-1,10
Nc1nnc(CCN2CCCCC2)s1,4,-15,-3,8,-1,11,-1,-8
C[C@]12CCC3C(CC[C@H]4C[C@@H](O)CC[C@]34C)C1[C@H]1CN=N[C@H]1[C@@H]2O (some centres not stated),6,-2,1,0,8,4,13,8
O=[N+]([O-])c1cccc(CCl)c1,-7,2,-4,10,-1,10,-4,-14
CC1CCN(CC(=O)c2cccc(C(F)(F)F)c2)CC1,1,-23,5,4,2,-3,6,0
COC(=O)C1=C(c2cccc(C#N)c2)C[C@@H]2CC[C@H]1N2C(=O)NCCOc1ccccc1,2,-5,10,8,1,-1,9,6
CN1CCN(S(=O)(=O)c2ccc(Cl)nc2)CC1,5,-1,-24,-16,-3,-10,3,-6
COC(=O)C1=C(c2ccc(OC)c(OC)c2)C[C@@H]2CC[C@H]1N2C(=O)NC(C)C,5,-17,-3,12,-5,2,8,-1
Nc1ncc(P(=S)(N2CCOCC2)N2CCOCC2)s1,5,-8,-6,6,9,0,-1,3
COc1cc2c(cc1OC)C13CCN4CC5=CCOC6CC(=O)N2C1C6C5CC43 (configuration not stated) (tested in a mixture with another compound),-99,1,10,-25,-3,-8,4,6
COC(=O)C1=C(c2cccc(OCc3ccccc3)c2)C[C@@H]2CC[C@H]1N2C(=O)NCc1ccccc1,12,9,-2,7,20,7,17,7
Cn1c(O)c(/C=C/C=Nc2ccccc2)c(=O)n(C)c1=S,20,3,-6,10,4,-42,28,5
Cc1ccc2c(c1)C1CN(C)CCC1N2C(=O)c1ccc(Br)o1 (configuration not stated),9,10,-8,8,4,0,5,-17
CN1C[C@@H]2C[C@@H](c3cccn3-c3ccccn3)N3CCC[C@@]23C1=O,-12,3,-3,-4,-4,-3,-4,-3
CCCCn1c(O)c(C(CC)=NCc2cc(OC)cc(OC)c2)c(=O)[nH]c1=O,-16,-14,-1,-6,17,6,-9,9
O=C1C2CCCN2C(c2cccnc2)N1c1cccc(Cl)c1 (configuration not stated),-43,1,5,5,2,2,2,-20
CCNC(=O)NC(=O)C(C)OC(=O)c1c(C)nn(Cc2ccccc2)c1Cl (configuration not stated),-12,4,-1,-38,-10,19,6,0
COC(=O)C1=C(c2c(C)noc2C)C[C@@H]2CC[C@H]1N2C(=O)N1CCc2cc(OC)c(OC)cc2C1,5,6,8,14,2,7,-5,-2
O=C(O)C1(Br)CC12c1ccccc1-c1ccccc12 (configuration not stated),x,17,x,x,12,x,1,-29
CC1(C)NC(=S)C(C)(C)N1N=O,x,6,x,x,-2,x,3,6
O=c1cccc2n1CC1CC2CN(c2nc(N3CCCCC3)nc(N3CCCCC3)n2)C1 (configuration not stated),7,-1,-15,-3,-12,-2,9,16
CCCCOc1ccc(CN2CCN(CCO)CC2)cc1,0,0,-28,-10,1,10,-7,-3
O=C(c1cc2nc(-c3ccccc3)cc(-c3ccccc3)n2n1)N1CCC2(CC1)OCCO2,-17,7,-3,26,6,11,20,5
Oc1c(Br)cc(Br)cc1Br,-14,3,3,13,-3,-20,-11,-14
O=c1[nH]c(=O)n(Cc2ccc(F)cc2)c(O)c1C=NCCCO,-7,2,-3,7,-1,4,-4,-4
CC(C)n1cc(C(=O)N(CC(=O)NC2CCCC2)Cc2ccccc2)cn1,3,2,4,11,-2,-9,3,-1
O=C(c1cn(Cc2ccccc2F)c2ncccc12)C(F)(F)F,8,10,-32,-17,6,3,5,-1
C=CCN1CC[C@]23c4c5ccc(O)c4OC2C(O)C=CC3[C@H]1C5 (some centres not stated),-1,3,-3,22,-3,-7,-3,10
CN(C)C(=O)Oc1ccc2oc(=O)cc(-c3cc4ccccc4o3)c2c1,-3,7,8,-3,-4,4,21,2
CCCN1CCc2cc(O)cc3c2[C@H]1Cc1ccc(O)c(O)c1-3,0,-1,-4,-19,-5,16,3,-4

# Some values from above.
# O=c1cccc2n1CC1CC2CN(c2nc(N3CCCCC3)nc(N3CCCCC3)n2)C1 (configuration not stated) in 697 NFkB inh → -3
# CCCN1CCc2cc(O)cc3c2[C@H]1Cc1ccc(O)c(O)c1-3 in EBI2 antag → -5
# Oc1c(Br)cc(Br)cc1Br in UBC13 inh → -20
# C=CCN1CC[C@]23c4c5ccc(O)c4OC2C(O)C=CC3[C@H]1C5 (some centres not stated) in Gli-Sufu block → 10

# Continuation:
SMILES,APJ antagonist,CXCR6 block,Jurkat NFkB inh,697 NFkB inh,EBI2 antag,UBC13 inh,CCR6 antagonist,Gli-Sufu block
Nc1ccccc1N=Cc1c(O)n(CCC2=CCCCC2)c(=O)[nH]c1=O,14,9,0,-6,8,5,28,-3
COC(=O)C1=C(c2ccc(F)cc2OCc2ccccc2)C[C@@H]2CC[C@H]1N2C(=O)NCCOc1ccc(OC)cc1,5,14,0,-17,48*,1,20,13
CCOc1ccc2oc(C(=O)NN3C(C)CCCC3C)c(C)c2c1 (configuration not stated),13,4,2,0,-1,-5,7,-18
CCc1ccc(-c2nn(Cc3ccccc3)cc2C=O)cc1,-19,-8,-73,-106,-9,0,6,-60
S=P1(Oc2ccccc2)Nc2ccccc2N1,x,-7,x,x,-4,x,6,0
CN(C)C(=O)Oc1ccc2c(c1)O/C(=C\c1cccc([N+](=O)[O-])c1)C2=O,2,2,-18,-21,-38,-9,11,-11
Cc1cc(/C=C2\C(=O)NC(=S)N(C)C2=O)c(C)n1C1CCCCC1,-2,-2,0,0,-9,-9,-19,0
CN1C(=O)/C(=C\c2ccc(N3CCCCC3)o2)C(=O)NC1=S,32,23,-76,-101,7,i,35,-80
